Screening results deposited in PubChem by Sanford-Burnham Center for Chemical Genomics.
Gli-Sufu antag = Gli-Sufu pathway antagonism; inhibition, % at 5 µM; Sufu-KO-LIGHT fibroblasts, Gli luciferase reporter luminescence; 340,000 tested, 0.74% active;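 active = inhibition above about 55%, limit read from the data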;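 note: 0% = DMSO-treated cells and 100% = wells with medium but no cells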
CCR6 antag = blocks CCL20-driven beta-arrestin recruitment at human CCR6 | CHO-K1 CCR6 PathHunter beta-arrestin, luminescence, CCL20-stimulated | inhibition, % at 20 µM | 340,000 tested, 0.49% active | P51684 | AID 493098;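 active = compounds whose inhibition of the agonist-driven luminescence signal at 20 µM reaches about 50%, limit read from the data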;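 note: cells stimulated with CCL20 at 14 nM final; plate controls were DMSO with CCL20 for no effect and DMSO without agonist for full effect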
Jurkat NFkB inh = lowers PMA/ionomycin-induced NF-kB signal in Jurkat cells; PMA/ionomycin-induced NF-kB luciferase reporter, luminescence; inhibition, % at 4 µM; 330,000 tested, 0.53% active; AID 435003
697 NFkB inh = lowers PMA/ionomycin-induced NF-kB signal in 697 B cells | 697 B-cell NF-kB luciferase reporter, 16 h | inhibition, % at 4 µM | 330,000 tested, 0.33% active | AID 435022; in the data active = inhibition above about 35%
SENP8 inh = inhibitors of human SENP8 protease; Q96LD8; purified SENP8, Z-RLRGG-aminoluciferin cleavage, luminescence; inhibition, % at 10 µM; 330,000 tested, 1.2% active; AID 2540
EBI2 antag = blocks human EBI2 receptor beta-arrestin signaling | AID 651636 | EBI2 beta-arrestin recruitment, luminescence, 7a,25-OHC stimulated | inhibition, % at 5 µM | 360,000 tested, 0.81% active | P32249; in the data active = inhibition above about 38%;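 note: enzyme fragment complementation signal reports receptor beta-arrestin coupling in cells; 0% = agonist plus DMSO wells and 100% = wells without agonist; some results beyond the cut were filed as inactive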
UBC13 inh = human UBC13 polyubiquitination inhibition; P61088; UBC13 polyubiquitin chain formation, TR-FRET; inhibition, % at 20 µM; 330,000 tested, 0.47% active; in the data active = inhibition above about 45%, passing the limit was not always enough; inconclusive = no clear call, values can overlap the other calls
Apaf1 inhib = blocks human Apaf-1 apoptosome activity; O14727; 330,000 tested, 0.71% active; inhibition, % at 20 µM; reconstituted apoptosome caspase-3 activity, DEVD-Rh110 fluorescence; active = inhibition of at least 40% at 20 µM;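 note: plate controls were DMSO wells for no effect and DEVD-CHO caspase inhibitor wells for full effect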
Target sequence (O14727 whole entry, looked up): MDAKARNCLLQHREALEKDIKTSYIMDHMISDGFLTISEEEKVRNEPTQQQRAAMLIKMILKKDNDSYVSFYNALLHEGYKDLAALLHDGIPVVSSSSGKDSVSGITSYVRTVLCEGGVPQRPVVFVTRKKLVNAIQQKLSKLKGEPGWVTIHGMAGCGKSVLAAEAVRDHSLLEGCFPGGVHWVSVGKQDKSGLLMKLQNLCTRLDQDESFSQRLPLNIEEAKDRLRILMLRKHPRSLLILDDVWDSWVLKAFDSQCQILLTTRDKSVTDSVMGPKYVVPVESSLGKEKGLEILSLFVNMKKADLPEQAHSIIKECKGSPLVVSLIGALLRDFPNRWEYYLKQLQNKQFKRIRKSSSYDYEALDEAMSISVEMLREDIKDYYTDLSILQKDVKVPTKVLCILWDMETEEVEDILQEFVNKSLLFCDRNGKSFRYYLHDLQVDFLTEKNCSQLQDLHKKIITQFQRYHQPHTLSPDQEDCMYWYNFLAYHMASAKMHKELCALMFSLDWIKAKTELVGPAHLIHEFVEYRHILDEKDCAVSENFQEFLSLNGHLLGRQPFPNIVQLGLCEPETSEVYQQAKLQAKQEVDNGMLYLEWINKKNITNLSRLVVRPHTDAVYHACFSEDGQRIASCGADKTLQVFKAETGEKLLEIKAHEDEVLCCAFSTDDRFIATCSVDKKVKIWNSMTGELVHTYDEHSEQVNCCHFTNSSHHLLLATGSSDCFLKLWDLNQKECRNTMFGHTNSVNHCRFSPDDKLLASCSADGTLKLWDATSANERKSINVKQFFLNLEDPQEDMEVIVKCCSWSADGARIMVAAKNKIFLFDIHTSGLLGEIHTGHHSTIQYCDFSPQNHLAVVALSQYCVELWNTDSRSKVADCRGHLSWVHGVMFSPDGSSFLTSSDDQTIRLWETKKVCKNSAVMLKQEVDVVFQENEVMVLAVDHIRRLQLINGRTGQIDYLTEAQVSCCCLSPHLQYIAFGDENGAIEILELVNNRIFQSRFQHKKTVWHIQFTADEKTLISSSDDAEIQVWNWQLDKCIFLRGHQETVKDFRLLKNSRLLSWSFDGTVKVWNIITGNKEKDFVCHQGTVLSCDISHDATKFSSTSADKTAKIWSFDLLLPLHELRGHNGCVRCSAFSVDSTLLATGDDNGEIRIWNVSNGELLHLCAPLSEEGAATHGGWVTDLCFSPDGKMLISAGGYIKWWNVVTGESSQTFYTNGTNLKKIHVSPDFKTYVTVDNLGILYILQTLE
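Assay system – apoptosome proteins · Medium – Hepes buffer, pH 7.5 · Also added – cytochrome c with DEVD-Rh110 · Timing – 30 min compound preincubation, 50 min activation, room temperature · Detection – Rh110 fluorescence, excitation 480 nm, emission 540 nm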
Numbers without * were called inactive; ? = inconclusive; · = no result given; & = joins results of further samples. Cut-off read from the data, not from the text of the source, unless noted: active = inhibition above about 50%; inactive = the rest. This is a subset; count on the stated rates, not on these rows.

Start of the data: the first 7 compounds (preview)
SMILES | Gli-Sufu antag | CCR6 antag | Jurkat NFkB inh | 697 NFkB inh | SENP8 inh | EBI2 antag | UBC13 inh | Apaf1 inhib
S=C(Nc1ccccc1Cl)N1CCC(c2ccccc2)C1 (centres undefined) | -27 | 10 | -96 | -118 | -9 | 2 | 5 | 10
Cc1cccc(C(=O)NCC(c2ccco2)N(C)C)c1 (centres undefined) | 17 | 4 | -1 | 6 | -3 | -3 | -1 | -29
COc1ccccc1C(=O)Nc1ccc(OCC(=O)N2CC(C)CC(C)C2)cc1 (centres undefined) | -5 | 16 | 24 | 0 | -2 | 3 | 3 | 12
Cc1cc(C(=O)NNC(=O)c2cccc(S(=O)(=O)N3CCOCC3)c2)c2ccccc2n1 | 21 | 3 | -1 | 9 | 0 | 0 | 12 | -6
NC(=O)C1CCCN(C(=O)c2ccc3oc(Cc4ccc(Cl)cc4)nc3c2)C1 (centres undefined) | -4 | 4 | -2 | -1 | -2 | -6 | -13 | -4
Cc1ccc(C)c(S(=O)(=O)N2CCN(C(=O)/C=C/c3ccco3)CC2)c1 | 1 | 25 | -4 | -31 | -3 | 43 | -13 | 24
CCc1c(C(=O)N/N=C/c2sccc2C)nnn1-c1nonc1N | -13 | 11 | -7 | 24 | -1 | 7 | 1 | 6

The list itself (from the top)
SMILES | Gli-Sufu antag | CCR6 antag | Jurkat NFkB inh | 697 NFkB inh | SENP8 inh | EBI2 antag | UBC13 inh | Apaf1 inhib
S=C(Nc1ccccc1Cl)N1CCC(c2ccccc2)C1 (centres undefined) | -27 | 10 | -96 | -118 | -9 | 2 | 5 | 10
Cc1cccc(C(=O)NCC(c2ccco2)N(C)C)c1 (centres undefined) | 17 | 4 | -1 | 6 | -3 | -3 | -1 | -29
COc1ccccc1C(=O)Nc1ccc(OCC(=O)N2CC(C)CC(C)C2)cc1 (centres undefined) | -5 | 16 | 24 | 0 | -2 | 3 | 3 | 12
Cc1cc(C(=O)NNC(=O)c2cccc(S(=O)(=O)N3CCOCC3)c2)c2ccccc2n1 | 21 | 3 | -1 | 9 | 0 | 0 | 12 | -6
NC(=O)C1CCCN(C(=O)c2ccc3oc(Cc4ccc(Cl)cc4)nc3c2)C1 (centres undefined) | -4 | 4 | -2 | -1 | -2 | -6 | -13 | -4
Cc1ccc(C)c(S(=O)(=O)N2CCN(C(=O)/C=C/c3ccco3)CC2)c1 | 1 | 25 | -4 | -31 | -3 | 43 | -13 | 24
CCc1c(C(=O)N/N=C/c2sccc2C)nnn1-c1nonc1N | -13 | 11 | -7 | 24 | -1 | 7 | 1 | 6
COc1ccc2nc(SCC(=O)NC3CCCC3)c(C)cc2c1 | 36 | 11 | 50* | -26 | 1 | -3 | 2 | 10
O=C(c1c(F)cccc1F)N(Cc1ccccn1)C1CC1 | -9 | 2 | 6 | 5 | -4 | 4 | 6 | -7
COC(=O)[C@H](C)NC(=O)N1CCC(Cc2ccccc2)CC1 | 13 | 4 | -8 | 7 | -2 | -2 | 7 | -2
CC(=O)c1sc(NC(=O)CCS(=O)(=O)c2ccc(C)cc2)nc1C | -2 | 12 | 20 | 13 | -9 | -2 | -3 | -5
COc1ccccc1C(=O)N1CCCN(C(=O)c2ccccc2OC)CC1 | · | 9 | 4 | -28 | -2 | -7 | 1 | -3
O=C(Cc1cccs1)Nc1nnc(C2CC2)s1 | -22 | -8 | -7 | 8 | -10 | -2 | -6 | 2
COC(=O)c1ccc(NC(=O)COC(=O)c2nc3nccc(C)n3n2)cc1 | 1 | 11 | -17 | 6 | -5 | 5 | 2 | 11
CCc1noc(C)c1C(=O)N1CC(C)SC1=Nc1ccc(Cl)cc1 (centres undefined) | 10 | 10 | -6 | -40 | -14 | 17 | 1 | 31
Cc1ccc(NNC(N)=S)cc1Cl | 7 | -10 | 5 | 10 | -7 | 1 | -14 | 5
Cc1c(C(=O)Nc2ccncc2)sc2nc(-c3ccccc3)cn12 | 25 | -2 | 9 | -9 | -1 | 1 | 23 | -14
N#Cc1c(-c2ccccc2)nc(SCC(=O)N2c3ccccc3Sc3ccccc32)[nH]c1=O | -1 | 2 | -3 | 4 | 17 | -16 | 18 | 1
c1ccc(-c2nccc3ccccc23)cc1 | 4 | 7 | -16 | -18 | -9 | -1 | -10 | 7
Cn1nccc1C(=O)NC1CC(C)(C)Cc2c1cnn2-c1ccc(F)cc1 (centres undefined) | 22 | 11 | 12 | -5 | -1 | -7 | 4 | -9
CC(=O)c1nc2ccccc2n1Cc1ccccc1 | 0 | 15 | 8 | 3 | 1 | 11 | 0 | 5
COc1ccccc1CNC(=O)C(CCSC)NS(=O)(=O)c1ccc2c(c1)oc(=O)n2C (centres undefined) | 5 | 8 | -9 | 12 | -11 | -24 | -12 | 1
Cc1ccc(/C=N/NC(=O)c2csc3c2CCCC3)cc1 | -20 | 15 | 37 | -45 | -6 | 13 | -7 | 3
C=CCNC(=O)COCc1cc(-c2ccc3c(c2)OCO3)on1 | -7 | 4 | 2 | -13 | -10 | 5 | 2 | 6
CC(CNc1nc2ccccc2n2cnnc12)c1ccccc1 (centres undefined) | 4 | 8 | -3 | -1 | -5 | -9 | -7 | 22

2 neighbouring compounds already listed, quoted:
SMILES | Gli-Sufu antag | CCR6 antag | Jurkat NFkB inh | 697 NFkB inh | SENP8 inh | EBI2 antag | UBC13 inh | Apaf1 inhib
C=CCNC(=O)COCc1cc(-c2ccc3c(c2)OCO3)on1 | -7 | 4 | 2 | -13 | -10 | 5 | 2 | 6
CC(CNc1nc2ccccc2n2cnnc12)c1ccccc1 (centres undefined) | 4 | 8 | -3 | -1 | -5 | -9 | -7 | 22

The list continues.
SMILES | Gli-Sufu antag | CCR6 antag | Jurkat NFkB inh | 697 NFkB inh | SENP8 inh | EBI2 antag | UBC13 inh | Apaf1 inhib
O=C(CN1CCCC1)Nc1ccc(Br)cc1[N+](=O)[O-] | -8 | 2 | -22 | -4 | -7 | 2 | -7 | 9
Cc1c(C(C)(C(=O)O)c2c(C)n(C)c3ccccc23)c2ccccc2n1C | · | · | -11 | 0 | -3 | · | -13 | 17
CCOC(=O)Nc1ccc2c(c1)N(C(=O)CCN(CC)CC)c1ccccc1CC2 | 15 | 14 | -29 | -29 | 9 | -3 | -4 | -3
COc1cc(/C=C/c2ccc3c([N+](=O)[O-])cccc3n2)ccc1OCC(=O)O | 1 | -5 | 8 | 10 | 1 | -4 | -12 | 7
CCSC(SCC)[C@H](O)[C@@H](O)[C@H](O)[C@H](O)CO | 2 | 5 | 7 | 1 | -8 | -5 | -5 | 10
O=C(NN1CC(C(=O)OCc2ccc(Br)cc2)CC1=O)c1ccccc1 (centres undefined) | -10 | 6 | 10 | 3 | 2 | 6 | 2 | 9
Cc1ccc(N/N=C(\C#N)C(=N)N2CCOCC2)cc1 | -12 | 5 | -61 | -17 | -3 | -2 | 4 | -15
C=CCNC(=O)c1c(CSc2ccccc2)noc1C(=O)NCc1ccccc1 | -3 | 26 | 10 | 24 | -8 | 3 | 8 | 18
CCOc1ccc(N(Cc2nnc3n2CCCCC3)C(=O)Nc2cccc(C)c2)cc1 | 25 | -9 | 6 | 3 | -1 | -14 | 3 | -20
CC(C)c1nc(=S)c2ccccc2[nH]1 | 1 | 1 | -5 | -4 | 2 | 1 | ? | 6
O=C(Nc1ccc(Cl)cc1)OCc1cn(-c2ccc(Cl)cc2)nn1 | -8 | -2 | -8 | -4 | -10 | 2 | 4 | -4
CSCCC(NC(=O)C12CC3CC(CC(C3)C1)C2)C(=O)OCC(=O)c1ccc(C)cc1 (centres undefined) | 1 | 16 | -2 | 15 | -4 | 4 | 6 | -6
COc1ccc(NC(=O)c2ccco2)cc1NC(=O)c1ccc(C#N)cc1F | 17 | 5 | 7 | 16 | 10 | -2 | -4 | 1
COc1cc(N=c2ssnc2Cl)c(OC)cc1Cl | 5&-2 | 42&26 | -5&-14 | 5&-9 | -6&-3 | 24&7 | 12&10 | 5&6
CNCc1c(OCc2ccc(F)cc2)ccc2ccccc12 | 3 | -14 | 14 | 12 | 6 | 4 | 3 | 9
CCNc1nc(NCC)n2c(SCC(=O)Nc3ccc(C(F)(F)F)cc3[N+](=O)[O-])nnc2n1 | 5 | 2 | 15 | -2 | 6 | -4 | 3 | 21
CCOc1ccc(NC(=O)CC2C(=O)N(c3ccc(OC)cc3)C(=O)N2CCc2ccc(OC)c(OC)c2)cc1 (centres undefined) | 10 | 12 | 9 | 0 | -11 | -2 | -7 | 9
Clc1c2c(nc3ccccc13)CCC2 | 9 | 10 | -27 | -5 | 5 | -8 | 4 | -1
CN(CC(=O)Nc1ccc(F)c(F)c1F)C(=O)C1CCCO1 (centres undefined) | -2 | 5 | -6 | -3 | -12 | -5 | 0 | 0
C=CCn1c(-c2sc(-c3ccccc3)nc2C)n[nH]c1=S | 3 | 2 | -11 | 5 | -3 | -10 | -6 | 1
COC(=O)c1ccc(C(=O)OC)c(NC(=O)CCS(=O)(=O)Cc2ccccc2)c1 | 4 | 0 | 5 | 14 | 7 | 6 | -2 | 4
CCC(C(=O)NCc1ccccc1OC)c1ccccc1 (centres undefined) | -1 | 14 | -10 | 19 | 4 | 3 | -1 | 3
Cc1cccc(C)c1NC(=O)C(=O)NCC1CCCN1S(=O)(=O)c1ccccc1 (centres undefined) | 3 | 0 | -6 | 1 | -10 | 8 | 0 | 8
COc1ccc(CCNC(=O)c2oc3ccc(OC)cc3c2C)cc1 | -44 | 10 | -9 | -4 | -7 | -10 | -5 | 11
COc1ccccc1CNC(=O)C1CCC(CNS(=O)(=O)c2ccc(F)cc2)CC1 (centres undefined) | 24 | 16 | -16 | -6 | -1 | -4 | 6 | 11
Next part
SMILES | Gli-Sufu antag | CCR6 antag | Jurkat NFkB inh | 697 NFkB inh | SENP8 inh | EBI2 antag | UBC13 inh | Apaf1 inhib
Cc1c(C)n(C(=O)CN2CCN(c3ccccn3)CC2)c2ccccc12 | -1 | 10 | 6 | 5 | -5 | -5 | 11 | -1
COc1ccccc1Cn1c(CCCO)nc2ccccc21 | 13 | -1 | 12 | 2 | 4 | 10 | 6 | -22
Cc1ccc(NC(=O)CCSc2nc(C)cc(C)n2)cc1 | 7 | 0 | -8 | 8 | 3 | 10 | 6 | 0
O=C(NCc1nc2ccccc2[nH]1)C1=C[C@@H](c2ccc3c(c2)OCO3)C[C@@H](OCc2ccc(CO)cc2)O1 | · | · | 21 | 2 | -8 | · | -2 | 15
Cc1ccc(S(=O)(=O)N(C)CC(=O)N2CCC(C(N)=O)CC2)cc1 | -6 | 4 | 1 | 18 | -3 | 20 | 3 | -6
CCCN(CCC)CCCNC(=O)C1c2cc(OC)c(OC)cc2C(=O)N(C)C1c1cccs1 (centres undefined) | -1 | 4 | 7 | 1 | 0 | 2 | -4 | -3
Cc1ccc(Cn2c(C(C)Nc3nc(-c4ccc(C)cc4)cs3)nc3cc(Cl)c(Cl)cc32)cc1 (centres undefined) | -3 | 16 | -24 | -21 | -12 | 6 | -61 | 31
O=C(NCCc1ccc(Cl)cc1)C1CCC(=O)N1C1CCCC1 (centres undefined) | 5 | 5 | -26 | -4 | -2 | 1 | 1 | -26
COc1ccc(S(=O)(=O)N2CCN(C(=O)c3cc(C)oc3C)CC2)cc1 | 3 | -4 | 20 | 9 | -3 | -9 | -2 | -3
Cc1ccc(C)n1-c1ccc(C(=O)NC2CCN(Cc3ccccc3)CC2)cc1 | 13 | 2 | 32 | -9 | -1 | -1 | 14 | 3
CNC(=O)NC(=O)CSc1ccc(S(=O)(=O)N2CCOCC2)cn1 | 0 | -10 | -4 | 10 | -10 | -3 | -10 | -1
CCn1c(SCC(=O)NCC(=O)Nc2ccc(F)cc2)nnc1-c1cccs1 | 2 | 8 | 5 | 12 | -5 | 6 | 2 | -15
Cc1ccc2nc(Cl)c3cc(C(=O)N(CCN(C)C)Cc4ccco4)sc3c2c1 | 30 | 34 | -18 | -40 | 4 | 9 | 25 | 8
Cc1ccc(CC(=O)N2CCN(c3ccccn3)CC2)cc1 | -7 | -18 | -3 | 8 | 5 | -8 | 0 | 8
